Assay outcomes deposited in PubChem BioAssay by several laboratories.
AGP1 TOR yeast: modulators of TOR pathway AGP1-GFP in S. cerevisiae; S. cerevisiae AGP1-GFP multiplex flow cytometry, 3 h; GFP as percent of DMSO wells; 320,000 compounds, 0.02% hits; GFP response vs DMSO, % at 10 µM;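 active = GFP response relative to DMSO above a set limit, near screen average plus 3 SD, cut at about 150% in these data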;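 also: median GFP channel fluorescence of the gated AGP1 strain per well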
GRK2 aptamer HTS: inhibitors of human GRK2 displacing RNA aptamer; inhibition of aptamer binding, % at 10 µM; 330,000 compounds, 0.59% hits; bead flow cytometry, FAM-aptamer displacement from GRK2; P25098; AID 488847;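 active = inhibition of aptamer binding above 40%, roughly 3 SD of noise, on plates passing a quality check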;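 also: median bead fluorescence of bound FAM aptamer so fluorescent compounds give negative values; no value below 0 was filed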
VLA-4 inh: inhibition in a human VLA-4 binding assay; P13612; 330,000 compounds, 0.2% hits; inhibition, % (about 7 µM as worked out from the volumes in the protocol); AID 2557; VLA-4 expressing cells, ligand binding flow cytometry; in the data active = inhibition above about 50%
Target sequence (P13612 whole entry, looked up): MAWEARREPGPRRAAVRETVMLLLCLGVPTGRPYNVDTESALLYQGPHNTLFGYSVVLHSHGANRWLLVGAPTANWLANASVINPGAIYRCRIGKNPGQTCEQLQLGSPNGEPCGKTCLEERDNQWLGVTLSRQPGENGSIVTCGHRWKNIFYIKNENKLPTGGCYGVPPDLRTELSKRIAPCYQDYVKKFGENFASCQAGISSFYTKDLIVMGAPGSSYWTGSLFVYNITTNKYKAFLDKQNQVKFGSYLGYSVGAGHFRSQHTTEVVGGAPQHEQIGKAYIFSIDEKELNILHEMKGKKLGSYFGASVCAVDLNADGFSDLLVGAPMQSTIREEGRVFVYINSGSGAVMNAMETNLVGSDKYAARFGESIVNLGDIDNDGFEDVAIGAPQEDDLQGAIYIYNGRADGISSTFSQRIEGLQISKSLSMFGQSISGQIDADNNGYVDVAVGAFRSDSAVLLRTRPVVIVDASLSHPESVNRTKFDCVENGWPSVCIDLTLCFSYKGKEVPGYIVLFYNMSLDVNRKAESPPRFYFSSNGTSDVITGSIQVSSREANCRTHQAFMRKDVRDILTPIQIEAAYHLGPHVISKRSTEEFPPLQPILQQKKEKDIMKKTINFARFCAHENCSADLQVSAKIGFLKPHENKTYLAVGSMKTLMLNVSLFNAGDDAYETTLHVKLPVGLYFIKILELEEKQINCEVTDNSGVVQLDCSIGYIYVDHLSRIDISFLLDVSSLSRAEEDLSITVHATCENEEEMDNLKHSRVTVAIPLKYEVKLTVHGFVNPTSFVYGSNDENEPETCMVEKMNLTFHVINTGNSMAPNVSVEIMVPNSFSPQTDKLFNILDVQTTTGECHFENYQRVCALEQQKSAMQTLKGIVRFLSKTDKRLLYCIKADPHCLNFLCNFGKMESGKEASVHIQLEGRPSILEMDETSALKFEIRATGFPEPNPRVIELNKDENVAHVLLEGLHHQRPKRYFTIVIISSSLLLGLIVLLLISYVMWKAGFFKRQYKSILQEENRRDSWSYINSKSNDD
MEX-5 binding: C. elegans MEX-5 TCR-2 RNA binding activity | Q9XUB2 | MEX-5/FITC-TCR2 RNA binding, fluorescence polarization; stronger effect = lower value | activity score (negative = inhibition of binding), % at 10 µM | 300,000 compounds, 0.38% hits | AID 1832;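 active = inhibition past about -25% in most replicates, and total fluorescence under double the plate's negative control median, limit read from the data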;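 also: 0% = DMSO and -100% = 5 µM competing unlabeled TCR2 RNA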
Bcl-xL primary: blocks human Bcl-xL binding to Bim BH3 peptide; GST-Bcl-xL / FITC-Bim BH3 peptide fluorescence polarization; Q07817; AID 2129; 320,000 compounds, 0.7% hits; inhibition, % at 10.9 µM;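 active = inhibition above the mean of all tested compounds plus 3 SD, cutoff set per campaign, cut at about 30% in these data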;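 also: 0% = DMSO wells and 100% = unlabeled Bim-BH3 peptide competitor; inhibitors lower millipolarization by displacing the labeled peptide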
GLD-1 RNA inh: GLD-1-TGE RNA interaction inhibition (C. elegans) | Q17339 | purified GLD-1 + fluorescein TGE RNA, fluorescence polarization | inhibition, % at 5.96 µM | 320,000 compounds, 0.44% hits | AID 2280;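 active = percent inhibition above a per-plate cutoff, the plate mean of test compounds plus 3 SD, cut at about 30% in these data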;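 also: 0% = DMSO wells with GLD-1 and probe and 100% = wells lacking GLD-1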
MCL1-BIM inh: inhibitors of human MCL1 binding to BIM-BH3 peptide. Q07820. GST-MCL1 / FITC-Bim-BH3 fluorescence polarization. inhibition, % at 10.9 µM. 320,000 compounds, 0.68% hits. AID 2057;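 active = inhibition above the mean inhibition of all tested compounds plus 3 SD, set per campaign, cut at about 40% in these data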;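 also: 0% = DMSO wells and 100% = unlabeled Bim-BH3 peptide control; higher means more loss of mP so more displacement of Bim peptide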
CIT2-GFP yeast: alters CIT2-GFP fluorescence in TOR pathway yeast screen; S. cerevisiae CIT2-GFP strain, flow cytometry, 3 h; 100 means same as DMSO wells; GFP response vs DMSO, % at 10 µM; 320,000 compounds, 0.065% hits; AID 2029;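 active = GFP response relative to DMSO above a set limit, near the screen mean plus 3 SD, cut at about 150% in these data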;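 also: ratio of well median GFP fluorescence to mean of DMSO wells on the plate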
Fam108B counter: blocks mouse Fam108B hydrolase in RBBP9 counter-screen. 300,000 compounds, 0.33% hits. inhibition, % at 9.51 µM. recombinant Fam108B, FP-Rh probe fluorescence polarization;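 active = inhibition above the screen mean inhibition plus 3 SD, computed separately per campaign, cut at about 18% in these data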;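 also: inhibitors lower polarization as less probe binds the enzyme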
* hit, by the source's call; · = not tested or not shown.

SMILES | AGP1 TOR yeast | GRK2 aptamer HTS | VLA-4 inh | MEX-5 binding | Bcl-xL primary | GLD-1 RNA inh | MCL1-BIM inh | CIT2-GFP yeast | Fam108B counter
CSc1nc(C)c(Cc2c(F)cccc2Cl)c(=O)[nH]1 | 104.8 | 0.0 | -6.2 | 2.2 | 2.3 | 6.7 | 4.6 | 91.7 | 3.5
NC(=O)c1c(NC(=O)C2CCCO2)sc2c1CCC2 (centres undefined) | 104.5 | 0.0 | -3.7 | 0.2 | -2.9 | 1.4 | 5.3 | 105.7 | 0.4
Cc1cc(NC(=O)c2cc3n(n2)C(C(F)(F)F)CC(c2ccco2)N3)no1 (centres undefined) | 95.7 | 0.0 | 11.2 | 1.3 | 2.1 | 8.8 | -4.8 | 99.4 | -0.1
CCOc1ccc(NC(=O)c2nn(C)cc2Br)cc1 | 96.6 | 3.0 | -3.2 | 0.4 | 2.7 | 8.0 | 2.0 | 98.8 | 2.0
CCOc1cccc(-c2cc(C(=O)N/N=C/c3ccc(OC)c(CN4CCOCC4)c3)c3ccccc3n2)c1 | 99.7 | 1.0 | -2.5 | 1.8 | 5.0 | 4.1 | 3.5 | 100.1 | -20.6
Cc1ccc(-n2ncc3c2CCCC3NC(=O)c2ccccc2N2CCOCC2)cc1C (centres undefined) | 102.9 | 3.0 | 11.2 | -0.8 | 0.6 | -0.5 | -4.9 | 89.7 | 0.9
O=C(Nc1ccccc1)Nc1ccc(O)c2ccccc12 | 107.4 | 2.0 | 2.7 | 0.9 | 17.7 | 7.2 | 12.8 | 100.1 | 10.6
CCC1(C)Cc2c(c(=O)n(-c3ccccc3)c3ncnc(N)c23)CO1 (centres undefined) | 104.0 | 1.0 | -12.3 | -1.2 | 9.0 | -3.3 | 2.2 | 110.0 | 2.0
O=C(Nc1cccc([N+](=O)[O-])c1)c1ccc2c(c1)OCCO2 | 93.4 | 0.0 | 2.9 | 1.1 | 9.0 | 0.3 | -5.5 | 97.0 | 1.0
Nc1cc(=O)[nH]c(SCCOc2ccccc2)n1 | 98.2 | 2.0 | -0.8 | -5.0 | -6.3 | -3.9 | -11.6 | 98.6 | -3.1
COc1ccc(N2CCN(C(=O)COC(=O)CCOc3ccccc3C)CC2)cc1 | 80.9 | 0.0 | 7.3 | 6.4 | 0.7 | -2.4 | -1.8 | 73.6 | -1.5
CCN(CC)C(=O)c1[nH]cnc1C(=O)N[C@@H](C)c1ccccc1 | 110.2 | 0.0 | 4.8 | · | 3.3 | -16.8 | 6.7 | 111.4 | ·
Cc1cc(-c2ccco2)n(CC(=O)NCc2ccccc2)n1 | 101.4 | 4.0 | -0.2 | 0.2 | 0.5 | -6.4 | -4.6 | 95.9 | 3.6
O=C(Cn1cc([N+](=O)[O-])ccc1=O)N1CCc2ccccc2C1 | 110.3 | 12.0 | -11.8 | · | · | 3.2 | · | 108.5 | ·
O=C(CSc1cccc[n+]1[O-])Nc1ccc(Cl)cc1F | 86.4 | 0.0 | 15.0 | · | · | 8.2 | · | 85.2 | ·
Cc1ccc(C(=O)N/N=C/c2ccc(N3CCOCC3)cc2)c(C)c1 | 113.9 | 0.0 | -17.4 | -0.5 | 5.7 | -1.7 | 13.8 | 120.6 | -3.2
COc1ccc(NS(=O)(=O)c2ccc(OC)c(NC(=O)CNC(=O)c3ccc(OC)cc3)c2)cc1 | 112.5 | 0.0 | 4.7 | · | -0.7 | 6.4 | -1.6 | 97.9 | ·
CCOC(=O)Cn1cc(/C=N/NC(=O)CC#N)c2ccccc21 | 105.1 | 1.0 | 7.5 | 2.8 | 0.9 | -4.4 | 2.8 | 102.3 | -2.2
COc1ccc2c(c1)CCc1c(C(=O)N3CCCCCC3)noc1-2 | 97.0 | 1.0 | 13.2 | 1.2 | -0.4 | 7.0 | 5.8 | 98.1 | 2.8
CCc1nnc(NC(=O)c2ccc(S(=O)(=O)N3CCc4ccccc4C3)cc2)s1 | 92.6 | 0.0 | 24.6 | 0.6 | 3.5 | 2.1 | 0.0 | 95.7 | -3.0
CC(=O)N1CCC(Nc2ccc(C)cc2)CC1 | 96.4 | 0.0 | -7.3 | -2.2 | 3.8 | 7.7 | 5.2 | 116.8 | -5.0
Cc1sc2nc(CN3CCOCC3)[nH]c(=O)c2c1-c1ccccc1 | 99.4 | 0.0 | 1.6 | 1.0 | -2.3 | 4.2 | -8.0 | 102.1 | 5.4
O=C(COC(=O)c1cccc(OC(F)F)c1)NCC1CCCO1 (centres undefined) | 94.3 | 0.0 | -8.3 | · | · | -7.0 | · | 99.8 | ·
Cc1ccc(NC(=S)Nc2cccc3cnccc23)cc1C | 90.1 | 18.0 | -5.6 | -0.1 | 2.6 | -2.0 | 5.2 | 95.9 | 3.0
COc1ccc(C2C(C#N)=C(N)Oc3cccc(O)c32)cc1 (centres undefined) | 94.5 | 1.0 | 0.1 | -1.2 | 5.0 | -0.7 | -3.1 | 103.7 | 0.0
C/C(=N\NC(=O)c1cc2ccccc2cc1O)c1ccccn1 | 100.7 | 2.0 | 8.7 | -2.4 | -0.9 | -16.1 | 0.5 | 96.8 | 3.7
CC(C)Cc1nnc(NC(=O)C2CCN(C(=O)c3ccc(Cl)cc3)CC2)s1 | 104.2 | 1.0 | 10.0 | -0.7 | 0.3 | -1.7 | -3.4 | 97.3 | -0.2
Cc1ccccc1SCC(=O)N1CCN(c2ccc(C(F)(F)F)cn2)CC1 | 101.8 | 0.0 | 12.2 | -3.5 | -1.6 | 3.1 | -20.3 | 90.1 | -6.9
Cc1noc(C)c1COc1ccccc1C(=O)NC(C)c1ccc(Cl)cc1 (centres undefined) | 96.2 | 0.0 | 10.7 | · | -4.1 | -0.8 | -6.3 | 89.5 | ·
CCOc1ccc(CN(C)CC(=O)Nc2cccc(C)c2)cc1OC | 104.8 | 0.0 | -0.6 | -0.1 | -3.4 | 5.2 | -1.7 | 110.2 | 5.6
Cc1cc(NS(=O)(=O)c2ccc(NC(=O)C(C)Oc3ccc(Cl)cc3)cc2)no1 (centres undefined) | 108.9 | 4.0 | 0.7 | -2.0 | -2.7 | 6.0 | 0.3 | 97.5 | -2.4
Cc1ccc(NC(=O)Cn2c(=O)oc3ccccc32)c(C)c1 | 96.2 | 3.0 | 1.6 | 0.2 | 2.4 | -6.1 | -1.4 | 100.0 | 0.5
Fc1ccccc1/C=N/Nc1ccc(Cl)nn1 | 97.1 | 0.0 | 11.2 | 3.3 | 2.9 | -5.4 | -1.4 | 94.8 | -2.5
Cc1cc(Br)c(S(=O)(=O)NCc2ccncc2)cc1C | 107.7 | 33.0 | 3.5 | -0.9 | 8.4 | 7.7 | 10.8 | 116.9 | 2.8
CCC(Sc1nc(C)cc(C)n1)C(=O)Nc1nccs1 (centres undefined) | 98.6 | 3.0 | -12.2 | 3.2 | 4.0 | 7.1 | 4.0 | 93.0 | -2.8
COc1ccc(NC(=O)CN2C(=O)NC(C)(c3ccc4c(c3)OCCO4)C2=O)cc1S(N)(=O)=O (centres undefined) | 99.3 | 1.0 | 13.4 | · | · | 1.4 | · | 100.4 | ·
Cc1cc(Cl)ccc1OCCCC(=O)NO | 99.5 | 0.0 | -0.4 | -0.2 | -2.8 | -5.5 | -3.8 | 104.1 | -1.7
COc1ccc(N2CC(C(=O)Nc3cccc(C)n3)CC2=O)cc1 (centres undefined) | 107.4 | 2.0 | 6.9 | 0.1 | -0.8 | 6.6 | 1.1 | 110.5 | -2.2
COc1ccc(F)c(CN2CCC(CO)(Cc3cccc(C(F)(F)F)c3)CC2)c1 | 102.1 | 0.0 | 12.1 | -1.0 | 0.7 | -2.2 | 0.2 | 95.3 | 2.9
CCn1c(SCC(=O)N/N=C/c2c[nH]c3ccccc23)nnc1-c1ccc(Cl)cc1 | 95.2 | 0.0 | 11.4 | -1.3 | 2.6 | 4.6 | -2.9 | 96.3 | 2.1

Structures shown so far that have a CF3 group, in the order listed:
SMILES | AGP1 TOR yeast | GRK2 aptamer HTS | VLA-4 inh | MEX-5 binding | Bcl-xL primary | GLD-1 RNA inh | MCL1-BIM inh | CIT2-GFP yeast | Fam108B counter
Cc1cc(NC(=O)c2cc3n(n2)C(C(F)(F)F)CC(c2ccco2)N3)no1 (centres undefined) | 95.7 | 0.0 | 11.2 | 1.3 | 2.1 | 8.8 | -4.8 | 99.4 | -0.1
Cc1ccccc1SCC(=O)N1CCN(c2ccc(C(F)(F)F)cn2)CC1 | 101.8 | 0.0 | 12.2 | -3.5 | -1.6 | 3.1 | -20.3 | 90.1 | -6.9
COc1ccc(F)c(CN2CCC(CO)(Cc3cccc(C(F)(F)F)c3)CC2)c1 | 102.1 | 0.0 | 12.1 | -1.0 | 0.7 | -2.2 | 0.2 | 95.3 | 2.9

Later entries:
SMILES | AGP1 TOR yeast | GRK2 aptamer HTS | VLA-4 inh | MEX-5 binding | Bcl-xL primary | GLD-1 RNA inh | MCL1-BIM inh | CIT2-GFP yeast | Fam108B counter
N#C/C(=C/c1ccncc1)c1nc2ccccc2c(=O)[nH]1 | 97.3 | 0.0 | 2.0 | -4.9 | 11.3 | -1.8 | 6.7 | 99.0 | 1.9
O=C1c2ccccc2-c2n[nH]c(=O)c3ccc(N4CCCCC4)c1c23 | 95.5 | 0.0 | -5.0 | -1.1 | 13.6 | 2.9 | 9.1 | 95.8 | 2.9
CCOc1ccc(NS(=O)(=O)c2cc(C(=O)N3CCC3)ccc2Cl)cc1 | 115.8 | 0.0 | 5.5 | 0.1 | -4.7 | 7.0 | -4.2 | 103.9 | -1.9
O=C1[C@H]2[C@@H](c3ccc(F)cc3)N3C(=O)N(c4ccc(Br)cc4)C(=O)[C@@]3(Cc3ccccc3)[C@H]2C(=O)N1C1CCCCC1 | 81.1 | 2.0 | 46.7 | 2.0 | 0.5 | 0.7 | 3.4 | 92.1 | -6.7
COc1ccc(Nc2nc(N3CCCC3)nc(N3CCOCC3)n2)cc1 | 91.3 | 0.0 | 10.4 | -2.5 | 2.1 | -0.8 | -3.2 | 90.7 | 4.6
Cc1nc(-c2ccc(S(=O)(=O)N3CCN(CCc4ccccc4)CC3)s2)cs1 | 105.8 | 1.0 | 8.1 | 2.1 | 3.6 | 5.4 | 0.5 | 102.6 | 4.1
CCC(C)C(NC(=O)C1CCC(C)CC1)C(=O)Nc1ccc(OC)cc1 (centres undefined) | 97.5 | 0.0 | -0.3 | -4.2 | -3.1 | -4.3 | 0.3 | 88.3 | 0.5
O=C(CCc1nc(-c2cccs2)no1)Nc1cnc2ccccc2c1 | 92.8 | 0.0 | 14.7 | 1.6 | 3.4 | 0.4 | 1.7 | 96.0 | 2.4
Cc1cccc(N2CCN(C(=O)CSc3nnnn3C3CC3)CC2)c1C | 95.8 | 0.0 | -9.5 | · | -7.8 | 4.3 | -15.9 | 90.8 | ·
COc1ccc2c(c1)[nH]c1c(=O)n(CC3CCCO3)cnc12 (centres undefined) | 114.7 | 0.0 | -12.7 | -7.2 | 2.8 | 14.7 | 2.2 | 112.6 | -3.7
COc1ccc(CC(=O)NC2CC(C)(C)NC(C)(C)C2)cc1OC | 101.8 | 2.0 | -1.9 | 0.2 | -0.1 | 3.4 | 6.7 | 114.6 | -4.5

A second format for some results above.
SMILES	AGP1 TOR yeast	GRK2 aptamer HTS	VLA-4 inh	MEX-5 binding	Bcl-xL primary	GLD-1 RNA inh	MCL1-BIM inh	CIT2-GFP yeast	Fam108B counter
O=C1c2ccccc2-c2n[nH]c(=O)c3ccc(N4CCCCC4)c1c23	95.5	0.0	-5.0	-1.1	13.6	2.9	9.1	95.8	2.9
CCOc1ccc(NS(=O)(=O)c2cc(C(=O)N3CCC3)ccc2Cl)cc1	115.8	0.0	5.5	0.1	-4.7	7.0	-4.2	103.9	-1.9
